From PubChem
mIDH1 inhibitor: blocks human mutant IDH1 R132H enzyme; Potency, µM (highest dose often 76.6 µM), for inactives: top-dose activity change, negative = inhibition, actives largely listed as inhibitors; IDH1-R132H enzyme, NADPH consumption, diaphorase/resazurin fluorescence; 390,000 tested, 0.093% active; O75874; further: potency means the concentration at half of the fitted maximal effect; on the % scale 0 is the no-effect control and ±100 the full control effect; nearly all actives have a fitted effect of over 65% in size
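IDH1-R132H (0.5 ug/mL dispensed) in pH 7.5 Tris buffer was preincubated 30 min with compound, then given a substrate mix of 0.016 mM NADPH and 2 mM alpha-KG for 80 min at room temperature; remaining NADPH was read by diaphorase/resazurin fluorescence.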
Tb PGK inh: blocks T. brucei phosphoglycerate kinase. P07378. Potency, µM (doses to about 57.5 µM), for inactives: at the highest dose activity change, negative = inhibition, most hits filed as inhibitors. AID 602233. 380,000 tested, 0.043% active. PGK/GAPDH coupled, Kinase-Glo luminescence, 60 min; further: potency means the concentration at half of the fitted maximal effect; on the % scale 0 is the no-effect control and ±100 the full control effect; nearly all actives have a fitted effect of over 60% in size
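Recombinant glycosomal PGK reaction used 1,3-bisphosphoglycerate generated in-well by GAPDH (100nM final) in 100mM TEA pH 7.6, 5mM MgCl2, 0.01% Tween-20. After 60 minutes at room temperature, ATP was read by Kinase-Glo Plus luminescence end-point.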
TrxR1 inh: inhibitors of rat thioredoxin reductase 1; 390,000 tested, 1% active; O89049; Potency, µM (highest dose often 114 µM), for the others: at the top dose activity change, negative = inhibition, actives largely listed as inhibitors; recombinant rTrxR1, NADPH fluorescence consumption, selenite substrate; AID 588453; further: potency means the concentration at half of the fitted maximal effect; on the % scale 0 is the no-effect control and ±100 the full control effect; nearly all actives have a fitted effect of over 65% in size
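Rat TrxR1 (90 nM in the dispensed reagent) was pre-reduced with 400 uM NADPH for 5 min at room temperature, then incubated with compound for 15 min. After 400 uM selenite was added, NADPH fluorescence (Ex 340/Em 450 nm) was followed for 8 min.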
HP1b binding inh: inhibitors of HP1-beta chromodomain binding to methylated histone tails; AlphaScreen HP1-beta / biotin-H3K9me3 peptide binding; AID 540317; Potency, µM (top dose mostly 114 µM), for the others: at the highest dose activity change, negative = inhibition, usual class: inhibitors; P83916; 390,000 tested, 0.56% active; further: potency means the concentration at half of the fitted maximal effect; nearly all actives have a fitted effect of over 70% in size; inactives centre near 23
Target sequence (P83916 whole entry, looked up): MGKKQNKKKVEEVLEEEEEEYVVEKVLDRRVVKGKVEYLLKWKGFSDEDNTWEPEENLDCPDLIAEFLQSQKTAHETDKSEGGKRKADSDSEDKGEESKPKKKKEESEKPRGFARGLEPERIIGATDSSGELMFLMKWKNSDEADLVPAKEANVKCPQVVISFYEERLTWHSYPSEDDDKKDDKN
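HP1-beta protein (50 nM final) preincubated 30 min at room temperature with biotinylated H3(1-18)K9me3 peptide (50 nM) in PBS pH 7.4, 0.01% Tween-20, then compound added for 30 min. AlphaScreen streptavidin donor/nickel chelate acceptor beads (10 ug/mL final), 30 min dark, luminescence read.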
Pin1 inhibitor: human Pin1 inhibition; Q13526; Pin1 FP peptide displacement, HiFluor488, 10 min; Potency, µM (titrated, usually from 115 µM), for the others: at the top dose activity, negative = inhibition, hits mostly inhibitors; 390,000 tested, 0.009% active; active means well fitted inhibition curve with a large enough effect in the polarisation, with a control signal flat, not every such curve was filed as active; inconclusive means small, poorly fitted or top-dose-only effect, or effect the other way, or a change in a side signal; inactive means no such curve, though single readings can be large or run the other way; the % refers to the polarisation; further: potency means the concentration at half of the fitted maximal effect; on the % scale 0 is the no-effect control and ±100 the full control effect
Target sequence (Q13526 whole entry, looked up): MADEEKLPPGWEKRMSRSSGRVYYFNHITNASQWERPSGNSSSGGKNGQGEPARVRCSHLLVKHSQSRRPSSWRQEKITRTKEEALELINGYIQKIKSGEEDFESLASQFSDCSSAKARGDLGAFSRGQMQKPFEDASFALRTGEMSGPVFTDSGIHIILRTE
PI4K2A inh: PI4K2A (human) kinase inhibition; purified PI4K2A, ADP-Glo luminescence, 1 h; active compounds read low; 420,000 tested, 0.13% active; AID 1346378; Q9BTU6; activity change, negative = inhibition, % at 76.9 µM; in the data active means activity change below about -50%; inconclusive means mostly about -30% to -49%;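 further: -100% = wells without enzyme as full effect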
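In this quantitative HTS, ADP production by PI4K2A was quantified luminescently after 1 h at ambient temperature; 100 microM adenosine served as plate-quality control.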
TrxR1 substrate: rat thioredoxin reductase 1 substrate activity; purified TrxR1 substrate turnover, NADPH consumption readout; Potency, µM (series often up to 114 µM), inactives show at the top dose activity change, negative = substrate turnover; 390,000 tested, 0.01% active; AID 588456; further: potency means the concentration at half of the fitted maximal effect; on the % scale 0 is the no-effect control and ±100 the full control effect; nearly all actives have a fitted effect of over 50% in size
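Rat TrxR1, dispensed at 90 nM, was prereduced with 400 uM NADPH (final) for 5 min at ~22 deg C, then incubated with compound 15 min before 400 uM selenite. A first-read NADPH fluorescence drop versus no-compound background flagged substrates.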
GLS inhibitor: glutaminase GLS (human) inhibition | AID 624170 | O94925 | Potency, µM (series often up to 45.5 µM), for inactives: at the top dose activity change, negative = inhibition, hits mostly inhibitors | 410,000 tested, 0.21% active | GLS enzymatic activity, qHTS titration; further: potency means the concentration at half of the fitted maximal effect; on the % scale 0 is the no-effect control and ±100 the full control effect
Target sequence (O94925 whole entry, looked up): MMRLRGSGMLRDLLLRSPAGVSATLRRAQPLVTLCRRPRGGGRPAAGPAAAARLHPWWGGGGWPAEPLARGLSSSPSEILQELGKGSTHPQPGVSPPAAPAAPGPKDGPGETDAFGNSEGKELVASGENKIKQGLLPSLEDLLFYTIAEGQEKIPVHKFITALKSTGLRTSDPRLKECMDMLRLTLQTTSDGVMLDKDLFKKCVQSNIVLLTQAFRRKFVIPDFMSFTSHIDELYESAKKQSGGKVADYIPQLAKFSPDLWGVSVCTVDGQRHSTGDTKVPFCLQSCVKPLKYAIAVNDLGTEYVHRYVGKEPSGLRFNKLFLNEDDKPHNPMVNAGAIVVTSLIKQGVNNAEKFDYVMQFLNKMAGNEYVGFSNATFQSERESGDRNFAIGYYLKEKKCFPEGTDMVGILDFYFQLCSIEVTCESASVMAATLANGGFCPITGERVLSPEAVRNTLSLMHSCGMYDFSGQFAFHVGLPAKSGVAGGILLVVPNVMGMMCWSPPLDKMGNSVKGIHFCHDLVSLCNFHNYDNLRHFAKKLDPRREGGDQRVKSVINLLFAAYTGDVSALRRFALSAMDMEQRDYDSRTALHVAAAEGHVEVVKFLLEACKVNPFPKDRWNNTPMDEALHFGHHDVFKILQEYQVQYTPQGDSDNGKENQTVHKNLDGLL
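Assay buffer: 45 mM KH2PO4 pH 8.2, 0.02% Tween-20. hKGA acts on L-glutamine (1 mM solution added); product glutamate is reported by an oxidase/peroxidase Amplex Red coupling, with fluorescence taken at baseline and 30 min.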
USP1-UAF1 inh: blocks the human USP1/UAF1 deubiquitinase complex | recombinant USP1/UAF1, Ub-Rhodamine cleavage fluorescence | 390,000 tested, 0.23% active | Potency, µM (series often up to 57.1 µM), for inactives: at the top dose activity change, negative = inhibition, most hits filed as inhibitors | O94782; further: potency means the concentration at half of the fitted maximal effect; on the % scale 0 is the no-effect control and ±100 the full control effect; nearly all actives have a fitted effect of over 60% in size; inactives centre near -12
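1 nM enzyme complex + cpd, 15 min RT; start with Ub-Rho 150nM final; kinetic fluorescence ex 480/em 540, 6 reads q60 s. Buffer 50mM HEPES pH 7.8, 0.5mM EDTA, 0.1 mg/ml BSA, 1mM TCEP, 0.01% Tween-20.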
* marks the source's active call; other numbers are inactive results; i = inactive; u = inconclusive; x = not tested or not shown; & = joins results of further samples; [ ] = dose if it differs, or a comment. Unless noted, the call rests on the fitted dose curve; in most records, active means well fitted curve in the direction sought with a large enough effect; inconclusive means small, poorly fitted or top-dose-only effect, or another doubt; inactive means no such curve, though single readings can be large; an effect the other way counts as inactive or inconclusive. The list is partial; count on the stated rates, not on these rows.

Preview, ten compounds:
molecule	mIDH1 inhibitor	Tb PGK inh	TrxR1 inh	HP1b binding inh	Pin1 inhibitor	PI4K2A inh	TrxR1 substrate	GLS inhibitor	USP1-UAF1 inh
CCC(C)NC(=O)CN1C(=O)c2cccnc2Oc2ccc(C)cc21 (centres undefined)	11%	-1%	8%[57.1 µM]	40%[activator]	-8%	-6	5%[57.1 µM]	-14%	-7%
O=C(O)CCN1C(=O)c2ccc(NC(=O)c3cccs3)cc2C1=O	3%	x	24%[57.1 µM]	26%	5%	3	77%[activator]	2%	-11%
CCCc1cc(=O)[nH]c(SCC(=O)c2c(N)n(CC(C)C)c(=O)n(C)c2=O)n1	9%	-10%	9%	24%	0%	1	2%	-2%	-9%
Cc1cc2oc(=O)cc(CN3CCC(C)CC3)c2cc1C	-2%	-4%	1%	41%[activator]	-7%	2	0%	-2%	-21%
COc1ccc(N(C(C)C(=O)N/N=C/c2ccc(OCC(C)C)cc2)S(C)(=O)=O)cc1 (centres undefined)	-3%	5%	-6%	7%	0%	4	-12%	0%	-21%
CC1CCN(S(=O)(=O)c2ccc3c(c2)CCN3C(=O)Nc2cccc(Br)c2)CC1	x	x	15%	22%	1%	1	2%	-7%	7%
CC(Nc1nc(-c2cccc(Br)c2)cs1)c1nc2cc(Cl)c(N3CCCCC3)cc2n1CCOCCO (centres undefined)	11%	-1%	29%[57.1 µM]	23%	43%[activator]	-1	-6%	24%	u
Cc1ccc(C)c(N2CCN(C(=O)c3cn(CC(C)C)c(=O)c4c3c3ccccc3n4C)CC2)c1	-11%	-9%	23%	-1%	3%	1	21%	1%	u
O=C(N/N=C/c1cc([N+](=O)[O-])ccc1O)c1cccc(N2CCCC2=O)c1	7%	-7%	-13%	48%[activator]	u	0	-19%	4%	-11%
Nc1c2c(nc3ccccc13)CCCC2	-5%&17%	-10%&-8%	0%[57.1 µM]	17%&17%	-4%&-5%	1&5&4&-2	u	25%&14%&14%	-11%&-20%

All compounds of this part, repeating the preview:
molecule	mIDH1 inhibitor	Tb PGK inh	TrxR1 inh	HP1b binding inh	Pin1 inhibitor	PI4K2A inh	TrxR1 substrate	GLS inhibitor	USP1-UAF1 inh
CCC(C)NC(=O)CN1C(=O)c2cccnc2Oc2ccc(C)cc21 (centres undefined)	11%	-1%	8%[57.1 µM]	40%[activator]	-8%	-6	5%[57.1 µM]	-14%	-7%
O=C(O)CCN1C(=O)c2ccc(NC(=O)c3cccs3)cc2C1=O	3%	x	24%[57.1 µM]	26%	5%	3	77%[activator]	2%	-11%
CCCc1cc(=O)[nH]c(SCC(=O)c2c(N)n(CC(C)C)c(=O)n(C)c2=O)n1	9%	-10%	9%	24%	0%	1	2%	-2%	-9%
Cc1cc2oc(=O)cc(CN3CCC(C)CC3)c2cc1C	-2%	-4%	1%	41%[activator]	-7%	2	0%	-2%	-21%
COc1ccc(N(C(C)C(=O)N/N=C/c2ccc(OCC(C)C)cc2)S(C)(=O)=O)cc1 (centres undefined)	-3%	5%	-6%	7%	0%	4	-12%	0%	-21%
CC1CCN(S(=O)(=O)c2ccc3c(c2)CCN3C(=O)Nc2cccc(Br)c2)CC1	x	x	15%	22%	1%	1	2%	-7%	7%
CC(Nc1nc(-c2cccc(Br)c2)cs1)c1nc2cc(Cl)c(N3CCCCC3)cc2n1CCOCCO (centres undefined)	11%	-1%	29%[57.1 µM]	23%	43%[activator]	-1	-6%	24%	u
Cc1ccc(C)c(N2CCN(C(=O)c3cn(CC(C)C)c(=O)c4c3c3ccccc3n4C)CC2)c1	-11%	-9%	23%	-1%	3%	1	21%	1%	u
O=C(N/N=C/c1cc([N+](=O)[O-])ccc1O)c1cccc(N2CCCC2=O)c1	7%	-7%	-13%	48%[activator]	u	0	-19%	4%	-11%
Nc1c2c(nc3ccccc13)CCCC2	-5%&17%	-10%&-8%	0%[57.1 µM]	17%&17%	-4%&-5%	1&5&4&-2	u	25%&14%&14%	-11%&-20%
Cc1ccc(C)c(-n2nnnc2SCC(=O)NCC2CCCO2)c1 (centres undefined)	12%	-1%	-5%	35%	0%	10	-3%	-7%	-9%
Cc1ccc(Cl)cc1NC(=O)c1csnn1	0%	1%	-10%	u	-13%	-4	-11%	5%	-18%
N#CCCn1cc(C=C(C#N)C#N)c(-c2ccc(-c3ccccc3)cc2)n1	6%	-9%	79µM*	11%	27%	1	16%	2%	-27%
COc1ccc(CNc2oc(-c3ccc(COc4ccc(OC)cc4)o3)nc2C#N)cc1	9%	i	33%	u	31%[activator]	-1	14%	4%	-14%
CCCCOc1ccc(-c2ncc(Cl)cn2)cc1	5%	x	18%	68%[activator]	-1%	6	-5%	-4%	1%
CCc1ccc(N2C(=O)CS(=O)(=O)C23C(=O)N(Cc2ccccc2)c2ccccc23)cc1 (centres undefined)	8%	-5%	31%	-15%	13%	-13	4%	-7%	-23%
COCC(=O)Nc1nnc(SCC(=O)N2CCCCC2)s1	-2%	-2%	11%	30%	1%	7	4%	3%	-8%
COc1cc(OC)cc(-n2nc(C(=O)N3CC(C)CC(C)C3)c3ccccc3c2=O)c1 (centres undefined)	7%	-2%	8%	21%	-1%	-1	-4%	9%	-18%
CCCCCCn1c(SCC(C)C)nc2c1c(=O)[nH]c(=O)n2C	3%	2%	22%[57.1 µM]	24%	3%	4	13%[57.1 µM]	1%	-13%
O=C(O)C(Cc1cc(Cl)ccc1Cl)Sc1nc2ccccc2[nH]1 (centres undefined)	-3%	1%	-4%	16%	x	0	-9%	17%	-10%
COc1ccccc1S(=O)(=O)Cc1ccc(C(=O)NCCN2CCCCCC2)o1	15%	-7%	u	53%[activator]	-3%	-2	10%	11%	-5%
CC(C)[C@H](CO)N(Cc1cccc(F)c1)c1nc(Nc2cccc(Cl)c2)c2ncn(C(C)C)c2n1	0%	i	19%	-14%	10%	0	7%	-4%	u
COc1ccc(-c2cc(C(=O)O)c(C)o2)cc1OC	6%	-14%	-24%	33%	-9%	-25	1%	x	-12%
COc1ccc(-c2nc(C(=O)O)cs2)cc1OC	-11%	5%	-1%	16%	3%	-1	10%	9%	-6%
O=C(/C=C/c1ccccc1[N+](=O)[O-])NCC1CCCO1 (centres undefined)	2%	3%	-5%	21%	-2%	3	-4%	3%	-21%
Cc1ccccc1NC(=O)C1CCCN1C(=O)NC1CCCCC1 (centres undefined)	5%	1%	-4%	19%	0%	4	1%	-5%	-6%
Cc1cc(=O)[nH]c2c1c(C)nn2-c1ccccc1	13%	-5%	1%	10%	1%	2	-5%	1%	-3%
CCC(=O)c1ccc(OCC(=O)OCc2csc(CC(=O)Nc3ccccc3C)n2)cc1	-4%	u	x	x	x	-4	x	0%	-11%
O=c1[nH]cnc2c1cnn2Cc1ccccc1Cl	-3%	-11%	25%	34%	0%	-4	3%	-10%	-21%
Cc1ccc(OCC(=O)Nc2ccon2)c([N+](=O)[O-])c1	-10%	-4%	5%	15%	-1%	-5	-9%	8%	-10%
COC(=O)c1ccc(NC(=O)Nc2ccc(F)c(Cl)c2)cc1	3%	2%	-3%	17%	1%	-2	-8%	-6%	-11%
CSc1nc(C)c2cc(C)oc2n1	-6%	-5%	-7%	25%	0%	2	-3%	0%	-4%
COc1ccc(-c2nnn(CC(=O)N(CCN3CCOCC3)C(C(=O)NC3CCCC3)c3ccco3)n2)cc1 (centres undefined)	-3%	5%	10%[57.1 µM]	26%	-1%	2	6%[57.1 µM]	-1%	-20%
COC(=O)C1=NN(C(=O)c2ccc(C)cc2)C(O)(c2ccc(Cl)cc2)C1 (centres undefined)	3%	-8%	1%	7%	15%	5	1%	32%[activator]	u
O=C(NCC1CCCO1)C1CCCN(c2ncccn2)C1 (centres undefined)	13%	-9%	10%	46%[activator]	-3%	-2	12%	2%	-1%
COc1ccc(-c2c[n+](CC(=O)c3cccs3)c3n2CCC3)cc1	4%	-2%	3%[57.1 µM]	15%	9%	2	-2%	1%	3%
O=C(Nc1cccc(-c2ccc(N3CCOCC3)nn2)c1)c1ccc(Cl)cc1	-3%	3%	8%	-12%	-1%	-1	6%[57.1 µM]	1%	-17%
O=C(CSc1nnc(CNC(=O)c2c(F)cccc2Cl)o1)Nc1ccc2c(c1)OCCO2	-1%	-2%	26%	10%	3%	-22	8%	-1%	-3%
O=C(CNC(=O)N1CC(=O)Nc2ccccc21)NCc1cccc(Cl)c1	5%	-8%	6%	35%	-3%	7	-6%	-23%	-19%
Cc1ccc(SCc2ccc(C(=O)Nc3cc([N+](=O)[O-])ccc3C)cc2)cc1	2%	-7%	-21%	13%	2%	0	8%[57.1 µM]	-1%	6%
